Screening data: PubChem BioAssay, several laboratories
MC4R barr agon – activates human MC4R beta-arrestin recruitment; P32245; U2OS MC4R beta-arrestin complementation, luminescence; percent of melanotan II response, DMSO zero; activation, % at 8.9 µM; 360,000 tested, 0.98% active;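 active means activation above a per-plate cutoff, the mean activation of sample wells on that plate plus 3 SD, cut at about 8% in these data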
Glyco luc inh – blocks N-linked glycosylation in D54 reporter cells; 360,000 tested, 0.23% active; D54 ERlucT glycosylation luciferase reporter, 24 h; percent of 100 nM tunicamycin response; reporter increase, % at 12.5 µM;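 active means mean luciferase reporter signal, scaled so untreated is 0 and the glycosylation-blocking control 100, at or above a set limit in every replicate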;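 further: luciferase carries N-glycosylation sites so blocking glycosylation raises the light; 0% = median of neutral control wells and 100% = median of 100 nM tunicamycin wells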
aDG glyco act – increases alpha dystroglycan glycosylation. 360,000 tested, 0.22% active. activation, % at 10 µM. Pro5-aDG cells, alpha-DG glycosylation AlphaScreen (IIH6); 0% Pro5, 100% B10-LARGE cell signal;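 active means activation of at least 8% versus controls, or a plate z-score of at least 8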;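 further: Pro5 are CHO cells carrying HIG-tagged alpha-DG that lacks glycosylation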
Cardio protect – protects H9c2 cardiomyocytes from peroxide injury. H2O2 injury protection, ATPLite, 2 h. protection from H2O2 cell death, % at 20 µM. 360,000 tested, 0.63% active. AID 588492;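 active means compounds giving at least 50% protection of heart cells from peroxide-induced death in the single-dose screen, raw or plate-pattern-corrected value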;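 further: 0% = DMSO wells with peroxide and 100% = DMSO wells without peroxide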
MC4R antagonist – human MC4R antagonism in cAMP assay; 360,000 tested, 0.48% active; AID 540295; MC4R-expressing cells, MTII-stimulated cAMP, LANCE TR-FRET; inhibition, % at 6.5 µM; P32245;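 active means inhibition above its plate's cutoff, the mean of tested wells on that plate plus 3 SD, cut at about 29% in these data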;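 further: 0% = Melanotan II alone and 100% = Melanotan II plus saturating MCL0020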
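Material: U2OS-MC4R stable cell line | Reagent: Melanotan II challenge after compound preincubation | Doses: One concentration, 6.5 µM nominal | Incubation: 30-min compound preincubation, 1-h Melanotan II challenge, 1-h detection, room temperature | Signal: TR-FRET cAMP assay | Replicates: One well per compound, no replicates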
ABCB6 inh MLPCN – human ABCB6 transporter inhibition. 360,000 tested, 0.19% active. AID 602162. Q9NP58. fluorescence ratio to DMSO, % at 10 µM. K562-ABCB6 porphyrin accumulation, flow cytometry, 1 h; hits give low values;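 active means fluorescence ratio to DMSO below 75%, the collection mean minus 3 SD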;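 further: signal is porphyrin accumulated inside mitochondria; 100% equals median channel fluorescence of DMSO control wells; lower ratio means ABCB6 inhibition with less porphyrin fluorescence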
CaV13 ICDI inh – Primary screen for inhibitors of IQ motif and Ca2+-dependent inactivation inhibitor domain binding in CACNA1D, Förster resonance energy transfer in living cells, …; AID 743397; inhibition, % at 12.3 µM; HEK cells, CFP/YFP FRET ICDI-IQ, plate reader, 10 min; percent FRET-ratio fall versus neutral wells; 340,000 tested, 0.098% active;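 active means mean replicate inhibition of at least 30% and at least 1% of replicates passing that level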;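 further: 0% = median of the neutral control wells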
PDI inh – PDI (human) enzyme inhibition; PDI insulin aggregation turbidity, A650, 90 min; P07237; inhibition, % at 10 µM; 350,000 tested, 0.052% active; AID 588391;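 active means mean inhibition across replicates of 30% or more, whatever share of single replicates reach that level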;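 further: absorbance from insulin aggregation driven by PDI reduction with DTT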
Target sequence (P07237 whole entry, looked up): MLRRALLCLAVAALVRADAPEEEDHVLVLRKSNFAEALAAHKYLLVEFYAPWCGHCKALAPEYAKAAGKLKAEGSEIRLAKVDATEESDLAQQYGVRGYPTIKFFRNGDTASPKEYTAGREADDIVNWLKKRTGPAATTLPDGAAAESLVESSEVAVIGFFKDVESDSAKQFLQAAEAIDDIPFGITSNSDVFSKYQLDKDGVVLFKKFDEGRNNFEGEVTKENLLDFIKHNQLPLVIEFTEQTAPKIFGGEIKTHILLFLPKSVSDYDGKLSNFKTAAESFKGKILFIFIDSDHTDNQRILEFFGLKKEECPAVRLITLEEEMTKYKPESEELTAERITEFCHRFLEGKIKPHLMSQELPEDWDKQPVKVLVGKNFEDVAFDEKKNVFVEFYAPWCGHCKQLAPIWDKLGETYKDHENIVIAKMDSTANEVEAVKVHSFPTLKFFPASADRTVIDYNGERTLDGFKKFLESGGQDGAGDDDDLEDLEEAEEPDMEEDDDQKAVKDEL
m5-HT2A agonist – mouse HTR2A agonism via beta-arrestin recruitment; AID 624169; activation, % at 7.6 µM; CHO-K1 mHTR2A beta-arrestin complementation, luminescence; percent of 30 µM serotonin response; 360,000 tested, 0.66% active; P35363;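 active means activation above a run cutoff, the mean activation of all tested compounds plus 3 SD, cut at about 14% in these data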;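 further: 0% = plate median of compound wells and 100% = 30 µM serotonin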
Target sequence (P35363 whole entry, looked up): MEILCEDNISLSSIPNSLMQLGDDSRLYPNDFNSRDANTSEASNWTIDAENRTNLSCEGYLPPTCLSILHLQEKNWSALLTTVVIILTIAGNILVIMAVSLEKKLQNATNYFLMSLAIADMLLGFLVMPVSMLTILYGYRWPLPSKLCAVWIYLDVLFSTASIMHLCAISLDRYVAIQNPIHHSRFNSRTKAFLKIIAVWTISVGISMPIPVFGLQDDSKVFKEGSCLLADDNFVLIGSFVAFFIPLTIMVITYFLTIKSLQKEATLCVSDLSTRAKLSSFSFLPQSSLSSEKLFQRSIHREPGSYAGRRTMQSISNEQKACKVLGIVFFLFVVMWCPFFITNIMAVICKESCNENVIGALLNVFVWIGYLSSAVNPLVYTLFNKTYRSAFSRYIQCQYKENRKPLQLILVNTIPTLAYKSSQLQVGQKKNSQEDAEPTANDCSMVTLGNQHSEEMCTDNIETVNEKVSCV
Vif inh – inhibitors of HIV Vif; inhibition, % at 7.49 µM; 340,000 tested, 0.35% active; HEK293T cells, Vif self-association by quenched fluorescence, imaging, 24 h; in the data active means inhibition above about 50%, passing the limit was not always enough; further: some results filed as inactive read as strong as hits
* hit, by the source's call; / = no result given. The order is random; overall some 3.6% were active at least once.

Results follow in this order: CaV13 ICDI inh, MC4R antagonist, aDG glyco act, MC4R barr agon, Cardio protect, PDI inh, Vif inh, ABCB6 inh MLPCN, Glyco luc inh, m5-HT2A agonist
> COC(=O)CCN(C(C)=O)c1ccc(N)cc1
  0.4, 2.4, 0.1, -0.3, -2.7, 0.5, 18.8, 97.0, 1.2, -4.5
> COc1ccc(C(=O)OCC(=O)Nc2ccc(OC(F)F)cc2)c(OC)c1
  -7.4, -0.3, 0.2, 0.7, 8.6, 2.5, 0.6, 96.0, 1.0, -1.5
> O=C1C2CC=CCC2C(=O)N1c1ncn[nH]1 (stereo not drawn)
  -8.2, -1.7, -0.3, -0.8, 8.7, -11.1, 10.3, 103.0, 1.7, 3.7
> CNC(=O)NC(=O)COC(=O)c1ccc(-n2c(C)ccc2C)cc1
  -5.7, 20.1, -0.2, 2.5, 6.2, -3.7, 1.3, 101.0, 8.6, 1.7
> O=C(Nc1cccc2ncccc12)c1ccc(F)cc1
  /, -0.4, 0.0, -3.5, -0.4, -0.8, 1.1, 97.0, 0.4, -5.5
> O=c1[nH]c(NC2CCCCC2)c([N+](=O)[O-])c(=O)[nH]1
  -9.1, 0.8, 0.0, -0.5, 2.5, -0.9, -0.2, 102.0, -0.6, -1.5
> COc1ccc(-n2cnc3ccccc3c2=O)c([N+](=O)[O-])c1
  -20.2, 3.0, 0.0, -1.0, 2.5, -2.0, -2.4, 90.0, 0.8, 1.4
> Cc1cc(C(=O)OCC(=O)Nc2ncc(C(F)(F)F)cc2Cl)c(C)o1
  /, -1.0, 0.0, -1.1, 17.2, -3.2, 3.5, 102.0, 4.1, -0.2
> CCN(CC)C(=S)SCC(=O)Nc1ccc(S(N)(=O)=O)cc1
  -5.2, 4.7, -0.1, 1.2, 7.9, 2.4, 0.7, 92.0, -2.7, 4.7
> N#CC1(NC(=O)COC(=O)c2nc(Cl)ccc2Cl)CCCCC1
  -2.0, 14.3, -0.1, -3.0, 1.6, 0.9, -9.7, 92.0, -0.1, -4.9
> N#C/C(=N\Nc1ccc(F)cc1)C(=N)N1CCCCC1
  /, -5.1, 0.0, -1.5, -11.3, 1.0, 8.3, 98.0, -12.1, -5.2
> CN1C(=O)CSC1=S
  -4.9, -3.8, 0.0, 0.2, 8.7, -2.2, -0.7, 107.0, 2.9, -0.7
> CCOC(=O)C1CCN(C(=O)c2ccccc2)C(CC)C1=O (stereo not drawn)
  -5.4, -2.9, 0.1, -1.3, 2.5, 3.2, -0.1, 88.0, -0.9, -3.3
> Cc1cc(C)n(-c2ccc(Cl)c(C(=O)NCc3ccccc3)n2)n1
  -0.9, -1.0, 0.9, -1.1, -6.1, -2.6, 3.6, 100.0, -3.7, 6.2
> N#CC1=C(N)N2C(=C(C#N)C13CCCC3)Nc1ccccc12
  -5.9, 7.2, 0.5, -0.4, -4.2, 0.9, 6.1, 100.0, 2.4, 5.8
> Cc1[nH]c2ccccc2c1C(=O)C(=O)NCCC1=CCCCC1
  -4.1, -3.0, 0.0, -0.7, -5.9, -12.5, -0.7, 96.0, 0.4, -3.0
> COc1nc(NCc2ccc(Cl)cc2)nc(OC)n1
  /, -6.1, -0.1, -1.7, 3.0, -6.2, 0.0, 113.0, 0.6, -6.3
> C[C@H](CO)N1C[C@H](C)[C@H](CN(C)Cc2ccc(Oc3ccccc3)cc2)Oc2cc(Br)ccc2S1(=O)=O
  -6.7, 4.0, 0.0, -0.2, -14.0, -5.0, -16.2, 92.0, -6.1, 2.5
> COCCOC(=O)C1=C(N)OC2=C(C(=O)CC(C)(C)C2)C1c1cccnc1 (stereo not drawn)
  /, 13.2, 0.2, -1.2, 0.6, 2.4, 8.1, 97.0, 3.7, 1.6
> Cc1cc(C)c2c(n1)sc1c(-c3ccccc3)c(C#N)c(N)nc12
  -3.1, -6.0, -0.4, 3.5, -6.8, 15.1, 1.3, 94.0, 5.6, 3.8
> COC(=O)C1C(=O)c2c([nH]c(C(=O)OC3CCCC3C)c2C)CC1C (stereo not drawn)
  5.2, 9.6, -0.2, 3.3, -19.2, /, -6.6, 92.0, -6.4, -4.8
> CC(=O)N1CCN(c2ccc(Oc3nnnn3-c3ccccc3)cc2)CC1
  -4.7, -2.1, 0.6, -2.2, -2.5, -10.0, -24.3, 98.0, -1.3, -0.1
> CC1CCCC(C)N1CCCNC(=O)c1nn(C)c2c1CSc1ccccc1-2 (stereo not drawn)
  -15.3, 3.5, 6.8, -1.6, 15.5, -5.4, 0.1, 94.0, -2.9, -3.0
> N/C(=N\O)c1cccc(CS(=O)(=O)c2ccccn2)c1
  -4.8, 8.6, -0.1, -1.7, 2.6, 17.6, 0.3, 104.0, 2.8, -0.9
> COc1ccc(NC(=O)c2cc(NC(=O)C3CCCCC3C(=O)O)ccc2N2CCOCC2)cc1 (stereo not drawn)
  -5.7, 7.2, -0.4, -3.4, 1.4, -1.8, -4.6, 95.0, -1.9, 6.1
> O=c1c(-c2ccc(Cl)cc2)[n+]([O-])c2ccccc2n1O
  /, -3.1, -0.1, -2.6, 9.1, -3.3, 7.2, 98.0, 4.0, -2.8
> CCN(CC)S(=O)(=O)c1cccc(NC(=O)CNc2cccc(S(=O)(=O)N3CCCC3)c2)c1
  -9.6, 2.5, 1.9, -1.7, -15.7, -4.7, -26.7, 92.0, 1.6, 11.5
> C/C(CC(=O)Nc1ccc2c(c1)OCCO2)=N\NC(=O)c1ccccc1Cl
  -2.7, 11.7, -0.2, 1.5, -1.3, -14.0, 22.9, 99.0, 1.5, -6.7
> CCCCc1ccc(NS(=O)(=O)N(C)C)cc1
  -3.6, 4.4, 0.0, 1.1, -8.0, -5.9, 0.7, 103.0, 0.9, 1.6
> CCN(CC(=O)Nc1ccc2c(c1)OCCO2)Cc1nc2cc(Cl)ccc2c(=O)[nH]1
  -6.7, 5.9, -0.1, -0.8, 9.7, -16.5, 0.5, 101.0, 0.0, -2.6
> COC(=O)Cn1ncc2c3ccccc3n(Cc3ccccc3)c2c1=O
  -8.5, 6.2, 0.0, 0.0, 4.7, -7.2, -1.3, 97.0, 0.5, -5.3
> CCOC(=S)NC(=O)c1sc2ccccc2c1Cl
  -8.3, 8.0, 0.0, -3.6, 3.2, -12.1, /, 107.0, 1.5, 0.8
> CNc1c([N+](=O)[O-])cnn1-c1ccc(Cl)cc1
  -9.7, 1.5, 0.2, -0.7, 5.9, -1.0, -1.2, 100.0, -1.4, 1.9
> CCc1ccccc1NC(=O)Nc1cccc(F)c1
  -4.5, 6.2, 0.6, -1.3, -7.0, -12.2, 4.3, 103.0, -0.1, -2.6
> CN(CC(=O)Nc1cccc(F)c1)C(=O)c1ccccc1Cc1ccccc1
  -6.4, -6.2, 0.2, -1.0, -2.2, -7.3, -8.7, 98.0, 1.1, -1.3
> CCc1ccccc1NC(=O)CNC(=O)CNC(=O)C1CCCCC1
  -2.0, 1.9, 0.2, 0.6, 2.3, -11.3, -12.7, 91.0, 3.1, -1.9
> CCN=C1S/C(=C\c2cc(Br)ccc2OCC(=O)OCC)C(=O)N1CC
  -2.8, 19.3, -0.2, -2.4, -1.9, -0.6, 1.3, 95.0, 1.4, -1.3
> COCc1ccc(C(=O)N2CCc3c([nH]c4ccccc34)C2c2ccccn2)s1 (stereo not drawn)
  -4.6, 0.9, 0.0, -1.2, 1.3, -4.5, 9.0, 96.0, 3.7, -1.2
> O=[N+]([O-])c1ccc2nc(SCc3ccccc3Cl)sc2c1
  /, 13.9, -0.1, -0.5, -12.7, -9.7, -7.0, 103.0, -2.5, -4.6
> Cc1cc(C)nc(SCC(=O)c2c(N)n(C)c(=O)n(C)c2=O)n1
  -2.8, 10.0, -0.1, -1.4, -2.5, 0.1, -3.9, 99.0, -0.9, 1.4
> CC(=O)c1cccc(Nc2nc(N3CCOCC3)nc(N3CCOCC3)n2)c1
  -14.6, 9.1, 0.0, -3.0, 0.4, 5.2, -0.4, 100.0, -0.8, -2.8
> CNS(=O)(=O)c1cccc(C(=O)OCC(=O)Nc2ccccc2OC(F)F)c1
  -5.2, 3.7, -0.3, -1.4, 12.5, -30.0, -7.4, 108.0, 2.3, 2.6
> CC(C)[C@H](NC(=O)[C@H](Cc1ccccc1)n1c(=O)[nH]c2ccccc2c1=O)C(=O)N1CCC[C@H]1C(=O)O
  /, 4.0, -0.1, -1.9, 0.2, /, -2.9, 97.0, -1.2, 0.8
> CCN(CC(=O)N1CCOCC1)S(=O)(=O)c1cc(Cl)ccc1Cl
  -2.0, 3.4, 0.1, -1.5, -4.4, -0.2, /, 94.0, /, -5.3
> Cc1ccc(SCC(=O)NCCSCc2ccccc2)cc1
  -3.0, 13.7, -0.2, -1.2, 6.0, 3.9, -2.1, 102.0, 3.2, -5.6
> COc1ccc(N(CC(=O)NC2CC3CCC2C3)S(=O)(=O)c2ccc(C)c([N+](=O)[O-])c2)cc1 (stereo not drawn)
  -2.3, 2.0, 0.2, 0.8, -7.4, 5.7, 1.7, 91.0, -4.9, 1.2
> COc1ccc(-n2nnnc2C(CCSC)N2CCN(C/C=C/c3ccccc3)CC2)cc1 (stereo not drawn)
  -6.4, /, -0.4, /, -3.8, /, -9.4, 96.0, -2.7, -4.7
> CCOc1ccc(NC(=S)NCc2cccnc2)cc1
  1.1, -1.1, 0.0, 2.3, -6.9, -7.8, 3.2, 92.0, -3.0, 6.0
> c1ccn2c(SCc3ccc4c(c3)OCCO4)nnc2c1
  -3.1, 2.0, 0.0, -0.3, 0.3, -3.8, -14.7, 95.0, 0.3, 10.6
> O=C(Cc1ccc(Cl)cc1)c1c[nH]c(C(=O)NCCCn2ccnc2)c1
  -1.0, 4.8, 0.2, -4.3, 11.8, -2.6, 4.1, 98.0, -1.6, -8.2
> CCOC(=O)C1(C)CCCN(C(=O)c2cc(C)on2)C1 (stereo not drawn)
  -6.8, 6.3, 0.9, -0.2, 6.6, -7.2, 3.7, 99.0, 0.3, -0.7
